PTAP-TSG101 blk = inhibitors of HIV-1 PTAP binding to human TSG101, validation | Potency, µM (highest dose often 115 µM), without a hit: at the top dose activity change, negative = inhibition, usual class: inhibitors | Q99816 | 44,000 tested, under 10 active | Fluorescence polarization, FITC-PTAP peptide/Tsg101, 20 min; also: potency is read from the fitted curve at half-maximal effect; 0% is about no effect
Target sequence (Q99816 whole entry, looked up): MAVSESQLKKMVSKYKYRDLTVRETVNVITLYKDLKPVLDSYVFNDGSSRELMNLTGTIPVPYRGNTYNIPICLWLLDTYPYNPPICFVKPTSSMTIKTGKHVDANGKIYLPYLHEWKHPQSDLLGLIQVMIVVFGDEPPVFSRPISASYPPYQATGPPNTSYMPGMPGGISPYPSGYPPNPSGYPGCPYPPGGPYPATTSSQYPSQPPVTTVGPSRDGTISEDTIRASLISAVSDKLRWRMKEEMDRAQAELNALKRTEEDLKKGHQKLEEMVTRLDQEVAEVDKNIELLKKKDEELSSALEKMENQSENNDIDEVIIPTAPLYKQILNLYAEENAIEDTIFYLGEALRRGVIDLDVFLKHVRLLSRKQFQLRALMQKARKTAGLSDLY
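Steps: Tsg101 binding domain (10 uM final) in HEPES pH 7.5/NaCl/Tween 20/EDTA/TCEP; add compound; add FITC-PTAP peptide (50 nM final); incubate 20 min r.t.; read polarization.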
p53null 32C kill = p53 null cell cytotoxicity, permissive temperature. actives 0.62% (n = 55,000). H1299-neo p53 null cells, ATP luminescence, 24 h, 32C. Potency, µM (top dose mostly 46.1 µM), without a hit: at the top dose activity change, negative = cytotoxicity, most hits filed as cytotoxic;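 also: potency is read from the fitted curve at half-maximal effect; 0% = DMSO only and -100% = full killing by 100 µM tamoxifen; nearly all actives have a fitted effect of over 55% in size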
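Overnight 37C seeding (600 cells/well) of H1299-neo preceded a 24 hr, 32C exposure to compounds up to 46 uM. ATP levels, read by luminescence after 20 min at RT, indicated surviving cells.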
NTMT1 inh = inhibitors of human N-terminal methyltransferase NTMT1. NTMT1 MTase-Glo SAH luminescence, purified enzyme. Potency, µM (highest dose often 114 µM), without a hit: top-dose activity change, negative = inhibition, actives largely listed as inhibitors. actives 2.5% (n = 59,000). AID 1645870;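 also: potency is read from the fitted curve at half-maximal effect; plate controls were DMSO vehicle for no effect and no enzyme for full effect; nearly all actives have a fitted effect of over 65% in size; many of its hits are not listed in these tables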
Target sequence (Q9BV86 whole entry, looked up): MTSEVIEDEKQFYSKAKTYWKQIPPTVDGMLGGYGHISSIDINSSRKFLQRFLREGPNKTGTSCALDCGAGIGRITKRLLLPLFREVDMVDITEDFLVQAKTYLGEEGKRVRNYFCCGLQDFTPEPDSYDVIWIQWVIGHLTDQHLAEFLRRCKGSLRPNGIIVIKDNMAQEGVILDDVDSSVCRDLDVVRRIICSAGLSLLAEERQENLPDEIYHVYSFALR
B2AR arrestin ag = beta-arrestin recruitment by human beta2-adrenergic receptor ligands; 44,000 tested, under 10 active; HTLA Tango cells, beta-arrestin recruitment, luciferase luminescence, 18 h; AID 1347077; Potency, µM (series often up to 46.1 µM), without a hit: at the highest dose activation, usual class: activators; P07550;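 also: potency is read from the fitted curve at half-maximal effect; 0% = DMSO and full agonism = EC100 isoproterenol or metaproterenol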
Target sequence (P07550 whole entry, looked up): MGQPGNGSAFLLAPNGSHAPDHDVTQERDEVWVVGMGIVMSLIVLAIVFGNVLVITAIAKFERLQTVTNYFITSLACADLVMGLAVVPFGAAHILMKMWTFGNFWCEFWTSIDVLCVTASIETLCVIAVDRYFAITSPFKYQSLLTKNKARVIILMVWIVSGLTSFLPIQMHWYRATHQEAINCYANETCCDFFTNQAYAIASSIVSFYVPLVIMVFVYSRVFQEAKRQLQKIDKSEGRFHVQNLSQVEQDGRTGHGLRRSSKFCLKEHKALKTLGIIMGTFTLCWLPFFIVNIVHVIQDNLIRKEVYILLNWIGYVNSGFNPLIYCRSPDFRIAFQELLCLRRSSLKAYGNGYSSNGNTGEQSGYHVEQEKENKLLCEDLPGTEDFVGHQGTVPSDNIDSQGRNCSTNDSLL
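First, Tango cells carrying beta2-AR and beta-arrestin fusions received compound up to 46 microM. After 18 hr at 37 degrees C, luciferase substrate was added for 15 minutes, then luminescence gave %Activity for curve fitting.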
GALK inh = inhibits human galactokinase | recombinant GALK, Kinase-Glo ATP luminescence, 1 h | P51570 | 44,000 tested, under 10 active | Potency, µM (highest dose often 57.5 µM), for the others: at the top dose activity, negative = inhibition, usual class: inhibitors;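 also: plate controls were full GALK reaction for no effect and reaction lacking GALK for full effect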
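Human GALK (5 nM) was incubated with 35 uM ATP and 100 uM galactose in 20 mM HEPES pH 8.0 with MgCl2, NaCl, DTT and BSA for 1 h at room temperature. Remaining ATP was measured by Kinase-Glo Plus luminescence.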
p53null 39C kill = kills p53 null cells at the nonpermissive temperature; H1299 p53-null (neo) cells, 39C, ATPlite viability, 24 h; Potency, µM (series often up to 46.1 µM), without a hit: at the highest dose activity, negative = cell killing, actives largely listed as cytotoxic; actives 0.97% (n = 55,000);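 also: potency is read from the fitted curve at half-maximal effect; 0% = DMSO only and -100% = full killing by 100 µM tamoxifen; nearly all actives have a fitted effect of over 50% in size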
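Luminescent ATP signal reported cell survival after H1299 lines (neo, p53 null; or p53 A138V) received up to 46 uM compound and 24 hr incubation at 39C.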
FH mod = Identification of activators of human fumarate hydratase by quantitative high-throughput screening. actives 0.22% (n = 54,000). Fumarate hydratase, mitochondrial (Homo sapiens), P07954. FH coupled MDH/diaphorase resazurin fluorescence, 15 min. Potency, µM (titrated, usually from 79.9 µM), for the others: top-dose activity change, negative = inhibition, hits mostly inhibitors; also: potency is read from the fitted curve at half-maximal effect; % is scaled to controls: 0 for no effect and ±100 for the full control effect; the screen sought activators but most active calls are inhibition curves; nearly all actives have a fitted effect of over 45% in size
Starred values were filed as active, the others as inactive; ? = inconclusive; / = no result given; [ ] = another dose, or the depositor's remark. Calls follow the shape of the dose curve; as a rule, active = well fitted curve in the direction sought with a large enough effect; inconclusive = small, poorly fitted or top-dose-only effect, or another doubt; inactive = no such curve, though single readings can be large; an effect the other way counts as inactive or inconclusive. Not all compounds are listed, so the mix of outcomes need not match the whole.

SMILES	PTAP-TSG101 blk	p53null 32C kill	NTMT1 inh	B2AR arrestin ag	GALK inh	p53null 39C kill	FH mod
Cc1ccc(-c2ccc(=O)n(CCC(=O)NCCc3ccccc3)n2)cc1	-8%	-3%	-1%	0%	-2%	-3%	3%
Cc1cccc(C(=O)Nc2cc3c(cc2C)n(C)c(=O)n3C)c1	-2%	-6%	-7%	1%	1%	-4%	5%
CCOc1ccccc1NC(=O)CN1C(=O)COc2ccc(S(=O)(=O)N3CCCCC3)cc21	-3%	-2%	-6%	0%	4%	-20%	-11%
Cc1oc(-c2cccc(Br)c2)nc1Cn1c(=O)cc(-c2ccccc2)c2c(C)nn(C)c21	1%	3%	-3%	1%	1%	-5%	0%
Cc1cn2c(=O)cc(COc3ccc(NC(=O)c4cccc(F)c4)cc3)nc2s1	1%	?	-16%	0%	6%	-2%	-16%
COc1ccccc1Cn1ccn(Cc2c(F)cccc2Cl)c(=O)c1=O	-4%	22%	1%	3%	2%	29%	-8%
CCSc1ncc(Cl)c(C(=O)Nc2c(C(=O)Nc3ccccc3)oc3ccccc23)n1	-5%	-3%	17%	1%	8%	-5%	-5%
COc1ccc(N(Cc2cccs2)C(=O)COc2ccc([N+](=O)[O-])cc2)cc1	-1%	-5%	-12%	-5%	2%	-9%	-14%
COc1ccc(OC)c(C2CC(=O)N(c3cccc(C)c3)C3=C2C(=O)OC3)c1 (configuration not stated)	-1%	5%	16%	-1%	0%	-19%	7%
CCn1cc(C(=O)NCc2ccccc2)c(=O)c2cc(S(=O)(=O)N3CCCCC3)ccc21	0%	0%	-12%	0%	0%	0%	?
Cc1ccc(Cn2nc3n(c2=O)-c2cc(Cl)ccc2OC3)cc1	2%	/	10%	0%	6%	/	1%
COc1ccc(N(C(=O)/C=C\C(=O)Nc2ccc(C)cc2)C(C(=O)NCc2ccco2)c2ccc(C)cc2)cc1 (configuration not stated)	0%	8%	/	3%	3%	2%	/
C#CCn1c(COc2ccccc2C)nc2ccccc21	1%	-26%	-15%	-4%	-9%	?	-1%
CC(C)(C)OC(=O)N1CCC(c2c(C(=O)NCc3cccc(Cl)c3)cnn2-c2ccc(F)cc2)CC1	-7%	2%	-13%	1%	2%	54%[activator]	?
CCOc1ccc(-n2nc3ccc(NC(=O)COc4ccc(OC)cc4)cc3n2)cc1	-1%	-5%	/	0%	-2%	-18%	/

An excerpt of these results, with each value named:
Molecule: CCn1cc(C(=O)NCc2ccccc2)c(=O)c2cc(S(=O)(=O)N3CCCCC3)ccc21
  PTAP-TSG101 blk: 0%
  p53null 32C kill: 0%
  NTMT1 inh: -12%
  B2AR arrestin ag: 0%
  GALK inh: 0%
  p53null 39C kill: 0%
  FH mod: ?
Molecule: Cc1ccc(Cn2nc3n(c2=O)-c2cc(Cl)ccc2OC3)cc1
  PTAP-TSG101 blk: 2%
  p53null 32C kill: /
  NTMT1 inh: 10%
  B2AR arrestin ag: 0%
  GALK inh: 6%
  p53null 39C kill: /
  FH mod: 1%

(more compounds)
SMILES	PTAP-TSG101 blk	p53null 32C kill	NTMT1 inh	B2AR arrestin ag	GALK inh	p53null 39C kill	FH mod
COc1ccc(NC(C)=O)cc1NC(=O)CN1CCN(c2ccc(F)cc2)CC1	-11%	-7%	-5%	6%	0%	12%	-1%
CCOc1ccccc1NC(=O)CN1C(=O)C(=O)c2ccccc21	0%	-2%	12%	-1%	3%	?	-2%
CCCN(CCC)c1cc(C)nc2nc(-c3ccc(Cl)cc3)nn12	-4%	-5%	-6%	-2%	3%	0%	1%
CCCN(CCC)C(=O)C1CCCN(S(=O)(=O)c2ccc3c(c2)oc(=O)n3C)C1 (configuration not stated)	-2%	?	-1%	0%	1%	-6%	0%
COC(=O)c1c(-c2ccccc2)c(-c2ccccc2)nn(C)c1=O	0%	1%	?	-1%	-3%	7%	-17%
CCN1CCN(c2oc(-c3ccc(COc4ccc(OC)cc4)o3)nc2C#N)CC1	3%	-14%	0%	-4%	-1%	2%	-30%
COc1ccc(NC(=O)c2ccc3c(c2)N(Cc2cccc(Cl)c2)C(=O)c2ccccc2S3(=O)=O)cc1Cl	-1%	-4%	3%	1%	8%	13%	-10%
CCCCNc1nc(Oc2ccc(OCC(N)=O)nn2)nc(N2CCOCC2)n1	0%	0%	1%	-1%	3%	?	-6%
CC(CCCc1ccccc1)NC(=O)c1nn(-c2ccc(Cl)cc2)nc1CO (configuration not stated)	-1%	3%	11%	-1%	3%	-15%	-19%
Fc1ccc(-c2cc(-c3ccc(F)cc3)c3c(n2)-c2cc(F)ccc2OC3)cc1	-5%	/	15%	0%	0%	/	6%
COc1ccc(C(=O)NCCSc2c[nH]c3ccccc23)cc1OC	-13%	-1%	-24%	0%	6%	-3%	-34%
O=C(NCc1ccc(Cl)cc1)C1CCN(S(=O)(=O)c2ccc3c(c2)CCCN3C(=O)C2CCC2)CC1	-5%	8%	0%	0%	-8%	2%	-19%
COc1ccc(N2Cc3cccc(C(=O)Nc4ccc(Cl)cc4)c3C2=O)cc1	-7%	2%	-19%	-1%	-1%	0%	0%
CCOc1ccc(NC(=O)Nc2c[nH]c(=O)[nH]c2=O)cc1	-7%	-6%	4%	0%	-1%	-18%	-16%
Cc1ccc(C)c(NC(=O)C(c2ccccc2)N2Cc3ccccc3C2=O)c1 (configuration not stated)	-8%	9%	-5%	0%	1%	5%	-6%

Filtered by structure: those above with an aryl thioether with sulfur outside any ring.
SMILES	PTAP-TSG101 blk	p53null 32C kill	NTMT1 inh	B2AR arrestin ag	GALK inh	p53null 39C kill	FH mod
CCSc1ncc(Cl)c(C(=O)Nc2c(C(=O)Nc3ccccc3)oc3ccccc23)n1	-5%	-3%	17%	1%	8%	-5%	-5%
COc1ccc(C(=O)NCCSc2c[nH]c3ccccc23)cc1OC	-13%	-1%	-24%	0%	6%	-3%	-34%

Next part.
SMILES	PTAP-TSG101 blk	p53null 32C kill	NTMT1 inh	B2AR arrestin ag	GALK inh	p53null 39C kill	FH mod
CCOC(=O)c1cccc(Nc2cc(C)nc(C)n2)c1	-7%	-29%	-14%	0%	4%	?	-20%
COc1ccc(CNC(=O)c2ccc3c(c2)N(Cc2ccc(C)cc2)CCS3)cc1	0%	3%	13%	0%	-10%	8%	-14%
Cc1ccc(S(=O)(=O)N(Cc2nc(-c3ccc(Cl)cc3)no2)C2CCCCC2)cc1	0%	3%	8%	-2%	-1%	-4%	-9%
COc1ccc(-c2[nH]c(-c3ccc(Cl)cc3)nc2SCC(=O)NCC2CCCO2)cc1 (configuration not stated)	0%	10%	-6%	1%	3%	2%	-4%
Cc1ccc(S(=O)(=O)N2CCCc3cc(NS(=O)(=O)c4ccccc4)ccc32)cc1	0%	32%[activator]	6%	0%	-3%	72%[activator]	?
CCOc1ccccc1NC(=O)CSc1nc2c(sc3ccccc32)c(=O)n1CCCC(=O)NC1CCCC1	-1%	5%	-9%	1%	-4%	?	-4%
CCc1ccccc1NC(=O)Cn1c(=O)n(Cc2ccccc2)c(=O)c2c(C)c(C(=O)N(C)C)sc21	-1%	9%	9%	0%	-8%	7%	-3%
CCc1ccc(NC(=O)Cn2c(=O)n(CCCC(=O)NCc3ccccc3OC)c(=O)c3ccccc32)cc1	-2%	6%	9%	0%	0%	-14%	-1%
CCOC(=O)c1c(C)oc2nc(C)nc(N3CCN(c4ccc(C)cc4C)CC3)c12	-3%	1%	1%	2%	0%	-1%	2%
CCCn1c(NCc2ccccc2C)nc2ccccc21	-3%	-8%	-5%	-3%	4%	-9%	-5%
CCOC(=O)c1c(NC(=O)CSc2cn(CCNC(=O)c3ccccc3OC)c3ccccc23)sc2c1CCCC2	4%	/	-1%	0%	-2%	/	-8%
CCOc1ccccc1NC(=O)C(CC(C)C)NC(=O)C1CCC(C)CC1 (configuration not stated)	0%	-5%	16%	0%	-2%	15%	5%
COc1ccc(OC)c(S(=O)(=O)NCC(c2ccco2)S(=O)(=O)c2ccccc2)c1 (configuration not stated)	-4%	1%	13%	-1%	-1%	3%	-6%
Cc1oc(-c2ccc(Cl)cc2)nc1CN1CCCC(C(=O)NCc2ccc(Cl)cc2)C1 (configuration not stated)	2%	-3%	-17%	0%	9%	-14%	?
COCc1nnc(NC(=O)c2cc(OC)c(OC)c(OC)c2)s1	-5%	-1%	24%	-2%	-15%	15%	1%
CC(=O)Nc1cccc(-c2cn3cccnc3n2)c1	2%	2%	4%	0%	3%	16%	-15%
Cc1ccc(-c2nnc(Nc3ccc(C(N)=O)cc3)c3ccccc23)cc1S(N)(=O)=O	-14%	4%	-1%	0%	-2%	22%	-4%
CCN(CC)c1ccc(NC(=O)c2cnn3c(C(F)F)cc(-c4ccccc4)nc23)cc1	-3%	0%	-17%	1%	6%	-4%	?
CC(=O)c1ccc(NC(=O)C2=CC(c3ccc4c(c3)OCO4)=NS(=O)(=O)N2C)cc1	-3%	0%	12%	-2%	0%	-5%	-12%
COc1ccc(Br)cc1CNC(=O)CN1CCSc2ccccc21	-1%	12%	9%	0%	-3%	-1%	-22%
CCc1noc(-c2ccc(N3CCCCC3)c([N+](=O)[O-])c2)n1	1%	-9%	-9%	-2%	-12%	-5%	-28%
CCOC(=O)c1c(NC(=O)c2cc(=O)c3c(C)cc(C)cc3o2)sc2c1CCC2	1%	7%	15%	0%	-3%	-10%	4%
Cc1ccc2nc(CNC(=O)c3ccccc3)[nH]c2c1	0%	-12%	-1%	-4%	-3%	-11%	2%
CCOc1ccccc1CNC(=O)C1CCCN(c2ncnc3onc(-c4ccc(F)cc4)c23)C1 (configuration not stated)	1%	-2%	-8%	0%	2%	-8%	?
Cc1ccc(-c2cc3nc(-c4ccccc4)cc(C(F)(F)F)n3n2)cc1	-2%	-4%	2%	5%	-1%	-2%	0%
Cc1ccc(-n2c(-c3ccc(Br)cc3)nc3c(cnn3-c3ccccc3)c2=O)cc1	-2%	3%	14%	0%	-2%	28%	-11%
Cc1c(NC(=O)c2ccccc2F)cccc1-c1nc2cccnc2s1	0%	-2%	-12%	0%	-2%	-9%	-1%
COc1ccc(OCC2c3cc(OC)c(OC)cc3CCN2C(=O)COc2ccc(Cl)cc2Cl)cc1 (configuration not stated)	0%	-1%	4%	2%	0%	-15%	-19%
Cc1nc2c3cccnc3nn2c(C)c1CCC(=O)NCc1ccccc1	1%	32%[activator]	20%	1%	1%	8%	22%
Cc1nnsc1C(=O)Oc1ccc(Cl)cc1	-12%	5%	-3%	-4%	0%	-17%	-13%
CCCN(CCC)C(=O)Cn1c(=O)n(-c2ccc(Cl)cc2)c(=O)c2c3c(sc21)CCCC3	-1%	4%	6%	0%	3%	0%	-3%
COc1ccc(C)c2sc(N(Cc3cccnc3)C(=O)c3cccs3)nc12	-1%	-1%	-6%	-4%	2%	9%	-1%
COc1ccc(-c2[nH]c(-c3ccccc3)nc2SCC(=O)Nc2ccc3c(c2)OCCO3)cc1	-4%	18%	1%	1%	-9%	-5%	-48%
Cc1ccc(CNC(=O)CN2C(=O)COc3ccc(S(=O)(=O)Nc4ccccc4)cc32)cc1	2%	-3%	11%	0%	0%	10%	-4%

Screening data from PubChem BioAssay.
